Source: PubChem BioAssay (several laboratories)
ssDAF12 agonist – S. stercoralis DAF-12 activation, primary screen; HEK293 ssDAF-12/GRIP1 lit1-tk-luc reporter, luminescence; % of 3 µM dafachronic acid response; activation, % at 6.8 µM; 1% of 370,000 active; AID 652126;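 active = activation above the mean over all tested compounds plus 3 SD, cut at about 0.9% in these data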;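 also: 0% = DMSO-only wells and 100% = 3 µM delta7-dafachronic acid wells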
hgDAF12 agonist – hgDAF-12 agonism, primary luciferase screen. HEK293 GAL4-hgDAF12 UAS-luciferase reporter, agonist luminescence; normalized to butyrate control. activation, % at 6.8 µM. 1.8% of 370,000 active;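 active = activation above a cutoff set at the mean of all screened compounds plus 3 SD, cut at about 10% in these data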;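 also: 0% = DMSO wells and 100% = sodium butyrate wells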
PLCb3 inh – PLC-beta3 (human) inhibition, primary screen; Q01970; Purified PLC-beta3, fluorogenic substrate, fluorescence; inhibition, % at 12.2 µM; 0.18% of 370,000 active; AID 720704; in the data active = inhibition above about 11%;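 also: 0% = median of compound wells on plate and 100% = full blocker control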
hcDAF-12 act – activates DAF-12 receptor from parasite H. contortus | HEK293 hcDAF-12 lit1-tk-luc reporter, luminescence; 0% DMSO, 100% Δ7-dafachronic acid | activation, % at 6.8 µM | 1.4% of 370,000 active;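 active = activation above the mean of all tested compounds plus 3 SD, cut at about 5.5% in these data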;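 also: 100% = response to 3 µM Δ7-dafachronic acid high control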
sPLA2-III inh – Inhibits HGIII-sPLA2 liposome hydrolysis, primary screen; QFRET BODIPY PC-A2 liposome hydrolysis, fluorescence; AID 743126; inhibition, % at 12.2 µM; 0.56% of 370,000 active;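 active = inhibition above mean plus 3 SD of compounds lying within the high and low control bounds, cut at about 19% in these data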;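 also: 0% = median of test compound wells and 100% = no enzyme DMSO wells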
Target sequence (Q9NZ20 whole entry, looked up): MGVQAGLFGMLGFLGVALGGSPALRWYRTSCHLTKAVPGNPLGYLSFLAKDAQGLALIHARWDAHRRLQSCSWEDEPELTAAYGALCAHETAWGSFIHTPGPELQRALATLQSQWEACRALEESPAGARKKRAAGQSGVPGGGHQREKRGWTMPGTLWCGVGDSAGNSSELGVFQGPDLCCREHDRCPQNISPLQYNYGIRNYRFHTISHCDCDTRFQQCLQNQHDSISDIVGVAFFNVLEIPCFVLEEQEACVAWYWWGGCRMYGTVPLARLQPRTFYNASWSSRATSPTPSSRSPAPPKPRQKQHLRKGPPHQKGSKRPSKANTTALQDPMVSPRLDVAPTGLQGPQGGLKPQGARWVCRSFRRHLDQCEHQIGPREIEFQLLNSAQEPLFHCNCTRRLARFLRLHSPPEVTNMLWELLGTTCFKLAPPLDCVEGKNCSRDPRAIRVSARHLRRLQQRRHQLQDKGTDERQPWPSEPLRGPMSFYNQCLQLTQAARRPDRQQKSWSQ
DAX1 inh-1 – inhibitors of DAX1 repression of SF-1 activated StAR promoter; HEK293T StAR-luciferase reporter, SF-1/DAX-1 repression relief; inhibition, % at 6.8 µM; 1.1% of 370,000 active; AID 652010;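 active = inhibition above the mean over all tested compounds plus 3 SD, cut at about 3.6% in these data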;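 also: 0% = DAX-1 cells with DMSO and 100% = cells lacking DAX-1 with DMSO; higher inhibition means more luminescence from relief of DAX-1 repression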
FXN GAA850 act – increases GAA850 frataxin promoter reporter activity. HEK293 lucGAA850 FXN promoter luciferase reporter, 24 h; percent of 10 µM SAHA response. AID 540364. 0.56% of 360,000 active. activation, % at 6 µM;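 active = activation above the average of all compounds screened plus 3 SD, cutoff fixed separately per campaign, cut at about 7.5% in these data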;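 also: 0% = DMSO wells and 100% = 10 µM SAHA wells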
SMARCA2 act – SMARCA2 function activation, primary screen; MG213 cells, MMTV-luciferase reporter, dexamethasone, overnight; activation, % at 9.1 µM; 1% of 370,000 active; in the data active = activation above about 7.8%;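 also: 0% = vehicle wells and 100% = reference activator wells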
PG9 Ab binder – small molecules binding HIV-1 gp120 antibody PG9; TR-FRET gp120-PG9 antibody binding; inhibition, % at 6.7 µM; 0.43% of 360,000 active; AID 624416; in the data active = inhibition above about 8.5%
DAX1 inh-2 – inhibitors of human orphan nuclear receptor DAX1 (NR0B1); 0.99% of 340,000 active; inhibition, % at 6.75 µM; HEK293 Gal4-DAX1 luciferase reporter, luminescence; AID 504766;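 active = inhibition above the mean over all tested compounds plus 3 SD, cut at about 4.2% in these data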;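 also: 0% = DAX1-transfected cells with DMSO and 100% = empty-vector control cells with DMSO; inhibition shows as a rise in luminescence from relieved DAX1 repression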
Target sequence (P51843 207-470 limits assumed): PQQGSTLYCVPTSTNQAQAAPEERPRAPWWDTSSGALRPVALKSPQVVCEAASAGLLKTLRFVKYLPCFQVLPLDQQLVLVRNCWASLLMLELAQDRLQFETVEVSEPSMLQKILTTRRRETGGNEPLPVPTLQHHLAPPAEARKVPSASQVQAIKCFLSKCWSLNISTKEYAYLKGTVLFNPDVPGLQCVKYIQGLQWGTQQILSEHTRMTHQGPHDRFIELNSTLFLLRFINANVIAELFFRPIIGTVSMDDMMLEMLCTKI
NR1D1 modulator – modulators of human Rev-erb alpha DNA binding. Rev-erbα–FITC-DNA binding, fluorescence polarization, 90 min. activity, % at 10 µM. 0.79% of 370,000 active;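 active = activity above about 14%, limit read from the data; passing the limit was not always enough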;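 also: 0% = DMSO wells with 35 nM protein and 100% = DMSO wells with 750 nM protein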
Numbers without * were called inactive; · = not tested or not shown. Rows were taken by chance. Share with any hit: about 7%.

Field names – A = ssDAF12 agonist; B = hgDAF12 agonist; C = PLCb3 inh; D = hcDAF-12 act; E = sPLA2-III inh; F = DAX1 inh-1; G = FXN GAA850 act; H = SMARCA2 act; I = PG9 Ab binder; J = DAX1 inh-2; K = NR1D1 modulator
CCc1nc2ccc(C(=O)NCc3ccc4c(c3)OCO4)cn2c1N(C)CCC(C)C
  A: -1.3 | B: -1.8 | C: -23 | D: -1.2 | E: -1 | F: 0.0 | G: 3.5 | H: -2 | I: 0.7 | J: · | K: -3
CCCn1nnnc1NCc1cccc(Cl)c1
  A: -1.3 | B: -0.8 | C: -6 | D: -1.3 | E: -6 | F: 0.1 | G: 0.8 | H: -1 | I: 1.4 | J: 1.0 | K: 2
COC(=O)N/N=C\C=C\c1ccc2c(c1)OCO2
  A: -1.0 | B: 7.4 | C: -11 | D: 2.6 | E: -6 | F: 1.6 | G: 1.3 | H: 1 | I: -1.7 | J: 2.3 | K: -11
COc1cc(/C=N/NC(=O)c2ccc(=O)[nH]n2)ccc1O
  A: -1.3 | B: 2.8 | C: 2 | D: -0.5 | E: -21 | F: 0.3 | G: 1.1 | H: 2 | I: -0.7 | J: 1.0 | K: 1
COc1cccc(NC(=O)/C=C/c2ccc([N+](=O)[O-])cc2)c1
  A: 0.1 | B: 1.9 | C: -5 | D: 5.5 | E: 0 | F: 0.8 | G: 4.8 | H: 4 | I: -1.9 | J: 0.3 | K: 11
COc1ccccc1-c1nn2c(C3COc4ccccc4O3)nnc2s1 (configuration not stated)
  A: -0.5 | B: 0.9 | C: -2 | D: 2.4 | E: -8 | F: -0.6 | G: -1.3 | H: 4 | I: -0.9 | J: 0.0 | K: 4
Cc1[nH]c2ccccc2c1C(=O)COC(=O)c1ccc[n+]([O-])c1
  A: -0.8 | B: 2.2 | C: -7 | D: 2.2 | E: -1 | F: -0.6 | G: 2.5 | H: 1 | I: -0.2 | J: 0.2 | K: 1
Cc1ccc(C)c2[nH]c(=O)c(CCNC(=O)c3ccc(Br)o3)cc12
  A: -1.8 | B: -4.0 | C: -3 | D: -3.1 | E: 18 | F: 0.6 | G: -0.1 | H: 1 | I: 0.1 | J: -0.5 | K: 1
COC(=O)c1ccc2nc(-c3ccc(OC)c(OC)c3)c(Cc3ccsc3)n2c1
  A: -0.3 | B: -1.6 | C: -28 | D: -0.4 | E: 11 | F: 0.9 | G: · | H: 2 | I: -0.8 | J: · | K: -11
O=C(OCc1nnc(-c2ccccc2)o1)C1CCN(C(=O)c2ccc(Cl)cc2)CC1
  A: -0.4 | B: 0.4 | C: -8 | D: -0.7 | E: -5 | F: 0.2 | G: 0.5 | H: 0 | I: -1.9 | J: -0.1 | K: -2
O=C(COc1ccc(Br)cc1)Nc1ccc(CN2CCOCC2)cc1
  A: -1.2 | B: -1.9 | C: -6 | D: -1.4 | E: -6 | F: -2.5 | G: -0.4 | H: -3 | I: -2.8 | J: -0.7 | K: 2
Cc1cc(C)n(C(=O)c2c([N+](=O)[O-])c(C)nn2C)n1
  A: -1.3 | B: 0.7 | C: 2 | D: -1.3 | E: 1 | F: 0.4 | G: -0.8 | H: -4 | I: 1.0 | J: 0.7 | K: 1
Cn1c(SCC(=O)c2ccccc2)nnc1-c1ccco1
  A: 0.4 | B: 4.3 | C: 4 | D: 2.2 | E: -10 | F: 0.5 | G: 6.1 | H: 6 | I: -1.3 | J: 0.5 | K: -3
CN1CCc2nc(SCc3ccc(C(C)(C)C)cc3)c(C#N)cc2C1
  A: -0.2 | B: 2.5 | C: -109 | D: -0.9 | E: 3 | F: -1.1 | G: 4.1 | H: -1 | I: 0.0 | J: -0.9 | K: 1
O=S(=O)(c1cccs1)N1CCCc2nc(-c3ccc(F)cc3)ccc21
  A: -1.4 | B: 1.0 | C: 3 | D: -0.6 | E: 2 | F: -0.1 | G: · | H: -8 | I: 1.5 | J: · | K: 0
Cc1ccc(C(C)(C)C)cc1S(=O)(=O)Nc1nc2ccccc2nc1Cl
  A: -0.8 | B: -3.6 | C: -25 | D: 0.3 | E: -25 | F: -0.3 | G: -0.8 | H: -3 | I: 13* | J: 0.7 | K: 6
CCCc1cc(C(=O)N2CCCC(C(=O)c3cc(C)c(OC)c(C)c3)C2)n(C)n1 (configuration not stated)
  A: -0.5 | B: -1.2 | C: -9 | D: 0.5 | E: -3 | F: -0.3 | G: -0.1 | H: -2 | I: -2.1 | J: 0.2 | K: 1
CC(C)CN(C)C(=O)CCc1nnc(Cc2cccc(C(F)(F)F)c2)o1
  A: -0.8 | B: 11* | C: -2 | D: 2.3 | E: -2 | F: 2.2 | G: 1.2 | H: 8.4* | I: 0.6 | J: 2.7 | K: 6
Fc1cc(NCc2ccccc2)nc(NCc2ccccc2)n1
  A: -1.1 | B: 2.0 | C: 2 | D: -1.4 | E: -9 | F: -0.2 | G: 5.5 | H: 0 | I: -3.4 | J: 0.0 | K: -3
COc1ccc(OC)c(C2N(c3cc(C)on3)C(=O)C3CCCN32)c1 (configuration not stated)
  A: -0.6 | B: -1.2 | C: -11 | D: -0.9 | E: 7 | F: 0.0 | G: -0.7 | H: -7 | I: 2.5 | J: 0.1 | K: 8
Cc1ccc(C)c(NC(=O)c2ccc3ccccc3n2)c1
  A: 2.6* | B: 11* | C: -3 | D: 17* | E: 6 | F: 5.0* | G: 4.3 | H: 7 | I: -0.4 | J: 0.5 | K: 0
C[C@@H]1CN([C@@H](C)CO)C(=O)c2cc(Br)cnc2O[C@@H]1CN(C)C(=O)Nc1ccc(F)cc1
  A: -1.5 | B: 2.5 | C: 3 | D: -0.4 | E: -3 | F: 0.5 | G: -3.1 | H: -3 | I: 0.3 | J: 1.5 | K: 8
COc1ccc(OC)c(N(CC(=O)Nc2ccccc2F)S(=O)(=O)c2ccccc2)c1
  A: -0.9 | B: -1.5 | C: -5 | D: 3.4 | E: 0 | F: -0.1 | G: 1.5 | H: -4 | I: 0.7 | J: 1.6 | K: -1
Cc1ccccc1C(=O)NC(=S)NCCN1CCOCC1
  A: -0.8 | B: 2.8 | C: 2 | D: -1.4 | E: 5 | F: -0.5 | G: 0.4 | H: 0 | I: -1.6 | J: -0.3 | K: -4
COc1ccc(N2CCN(Cc3cc(=O)oc4cc(C)c(Cl)cc34)CC2)cc1
  A: -1.1 | B: 0.9 | C: 4 | D: -0.5 | E: -1 | F: -0.1 | G: 0.0 | H: -2 | I: 0.1 | J: 1.7 | K: -2

(further entries)
Field names – A = ssDAF12 agonist; B = hgDAF12 agonist; C = PLCb3 inh; D = hcDAF-12 act; E = sPLA2-III inh; F = DAX1 inh-1; G = FXN GAA850 act; H = SMARCA2 act; I = PG9 Ab binder; J = DAX1 inh-2; K = NR1D1 modulator
COc1cccc(NC(=O)c2ccccc2N(Cc2ccccc2)S(C)(=O)=O)c1
  A: -0.7 | B: 1.1 | C: -10 | D: -0.3 | E: 3 | F: 1.8 | G: 1.3 | H: -1 | I: 0.0 | J: 0.0 | K: -1
O=C(Nc1ccc(Br)cc1)c1cccnc1N1CCOCC1
  A: -1.4 | B: 0.3 | C: -9 | D: 0.4 | E: -2 | F: 0.1 | G: -0.6 | H: -2 | I: 2.4 | J: 0.0 | K: 2
O=C(OCC1CC(c2ccccc2)=NO1)c1ccc(Br)cc1 (configuration not stated)
  A: -0.8 | B: -1.8 | C: -1 | D: -0.5 | E: 6 | F: 0.2 | G: 1.3 | H: -2 | I: -0.1 | J: 0.5 | K: 0
COc1ccc(Cl)cc1NC(=O)CSc1nc(=O)n(CCN(C)C)c2c1CCCC2
  A: -0.8 | B: 2.5 | C: 0 | D: 0.4 | E: -5 | F: 1.7 | G: 0.1 | H: 0 | I: 0.8 | J: 0.1 | K: -3
CCc1cccc(NC(=O)c2cccc3c2C(=O)N(CC2CCCO2)C3)c1 (configuration not stated)
  A: -1.9 | B: -4.4 | C: -3 | D: -2.9 | E: -15 | F: -2.3 | G: 4.8 | H: 2 | I: -0.7 | J: -0.7 | K: -4
COCCCNc1nc(N)c([N+](=O)[O-])c(Nc2cc(OC)ccc2OC)n1
  A: -0.2 | B: 1.7 | C: -6 | D: -0.1 | E: 2 | F: -1.2 | G: -0.9 | H: 0 | I: 0.8 | J: · | K: 1
O=C1c2cccc([N+](=O)[O-])c2C(=O)N1c1c[nH]c(=O)[nH]c1=O
  A: -1.5 | B: -1.8 | C: -1 | D: -0.6 | E: 3 | F: 0.1 | G: 1.6 | H: 1 | I: -0.5 | J: 0.3 | K: 2
COCCCNC(=S)NCCNc1nc2c(C)c(C)ccc2cc1C#N
  A: -1.2 | B: -1.3 | C: -31 | D: -1.2 | E: 1 | F: -0.6 | G: 0.4 | H: -1 | I: 1.2 | J: 0.0 | K: 1
COCCCNC(=O)C[C@@H]1C[C@@]2(C(=O)OC)CCCCC=C2N(Cc2ccccc2)C1=O
  A: -1.7 | B: -1.4 | C: -7 | D: -0.1 | E: 7 | F: 2.7 | G: · | H: 0 | I: -1.2 | J: · | K: 6
Cc1cc(O)c(Oc2cc(C)cc(O)c2O)c(O)c1
  A: -0.1 | B: 0.1 | C: -1 | D: -1.1 | E: 6 | F: 1.1 | G: 5.1 | H: -1 | I: -2.2 | J: 2.7 | K: -2
CC1CN(C(=S)Nc2ccc(SC(F)F)cc2)CC(C)O1 (configuration not stated)
  A: -0.8 | B: 0.3 | C: -5 | D: -0.6 | E: 11 | F: 0.0 | G: 1.2 | H: 0 | I: -0.9 | J: -0.9 | K: -3
